CRFBP-R2 block: antagonists of CRF-BP/CRF-R2 complex, primary screen, cell-based, HEK293, calcium dye fluorescence, uHTS | CRF-induced calcium fluorescence | inhibition, % at 11.8 µM | 350,000 tested, 0.59% active | AID 588475, 2011;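 active = inhibition of the ligand-induced calcium signal above about 50% at the single tested concentration, limit read from the data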
IDE act: human IDE activators in live cells, primary screen, fluorescence polarization, HEK cells, FAbeta-B substrate; 340,000 tested, 0.073% active; AID 493087, 2011; Insulin-degrading enzyme (Homo sapiens), P14735; activation, % at 5.96 µM; FAbeta-B cleavage; 0% vehicle, 100% cell-free pure enzyme wells;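 active = activation above the mean of all tested compounds plus 3 SD, set per screening campaign, cut at about 17% in these data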
Target sequence (P14735 whole entry, looked up): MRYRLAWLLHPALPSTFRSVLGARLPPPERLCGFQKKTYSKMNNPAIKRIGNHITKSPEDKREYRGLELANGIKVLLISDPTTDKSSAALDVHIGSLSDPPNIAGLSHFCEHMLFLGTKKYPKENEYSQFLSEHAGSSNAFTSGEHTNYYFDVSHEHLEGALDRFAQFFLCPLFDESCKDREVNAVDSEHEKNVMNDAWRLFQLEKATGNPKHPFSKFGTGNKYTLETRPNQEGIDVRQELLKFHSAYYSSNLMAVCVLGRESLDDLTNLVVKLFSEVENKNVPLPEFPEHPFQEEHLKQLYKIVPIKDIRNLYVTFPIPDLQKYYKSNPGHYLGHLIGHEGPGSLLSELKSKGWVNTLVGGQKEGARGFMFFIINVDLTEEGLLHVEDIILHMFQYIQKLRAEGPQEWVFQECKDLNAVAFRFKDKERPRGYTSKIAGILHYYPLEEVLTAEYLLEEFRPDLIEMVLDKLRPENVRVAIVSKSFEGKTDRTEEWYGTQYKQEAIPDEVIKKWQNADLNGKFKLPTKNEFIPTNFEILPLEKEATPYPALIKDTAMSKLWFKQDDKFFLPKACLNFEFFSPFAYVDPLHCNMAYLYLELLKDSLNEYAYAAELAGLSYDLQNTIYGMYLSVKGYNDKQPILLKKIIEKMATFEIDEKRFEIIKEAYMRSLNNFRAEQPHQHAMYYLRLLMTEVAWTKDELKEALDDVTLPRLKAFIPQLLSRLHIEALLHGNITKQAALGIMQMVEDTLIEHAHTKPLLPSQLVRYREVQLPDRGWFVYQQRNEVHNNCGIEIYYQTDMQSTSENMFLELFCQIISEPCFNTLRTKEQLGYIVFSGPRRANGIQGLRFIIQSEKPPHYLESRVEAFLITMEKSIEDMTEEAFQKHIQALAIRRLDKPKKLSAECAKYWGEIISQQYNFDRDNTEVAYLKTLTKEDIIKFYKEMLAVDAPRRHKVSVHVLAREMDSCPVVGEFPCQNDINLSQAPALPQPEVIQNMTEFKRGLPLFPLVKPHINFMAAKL
GalR3 antag: GalR3 antagonists in HEK293 cells, primary screen, cell-based, fluorescence readout; Galanin receptor type 3 (Homo sapiens), O60755; HEK293 GalR3-CNG cAMP membrane potential fluorescence; galR3 body fused to GalR1 C-terminus; inhibition, % at 3 µM; 360,000 tested, 0.44% active;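 active = inhibition above the screen-wide average plus 3 SD, cut at about 13% in these data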;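 also: forskolin and galanin both at EC90 stimulate the cells; cAMP rise reported by CNG channel membrane potential dye signal; 0% = forskolin plus galanin with DMSO and 100% = forskolin alone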
Starred values were filed as active, the others as inactive.

SMILES	CRFBP-R2 block	IDE act	GalR3 antag
CCNC(=O)c1c(NC(=O)c2cc(-c3cc(C)cc(C)c3O)n[nH]2)sc2c1CCCC2	8	6	-9
Nc1cc2c(cc1Cl)-c1ccc(Cl)cc1C2=O	0	2	2
O=C(O)c1ccc(-n2ncc3c2/C(=C\c2cccc([N+](=O)[O-])c2)CC3)cc1	38	0	-5
CN(Cc1ccccc1)C(=O)c1ccccc1N(C)S(=O)(=O)c1ccccc1	-14	1	-1
CN(c1ccc(OCC(=O)OCC(=O)Nc2ccc([N+](=O)[O-])cc2)cc1)S(=O)(=O)c1cccs1	8	1	-8
O=C(CCNS(=O)(=O)c1ccccc1)NCC1CCCCC1	-5	7	0
COc1cc([N+](=O)[O-])c2nc(C=NNC(N)=S)ccc2c1	22	5	-3
Cc1ccccc1C1=C/C(=C(\SS/C(C(=O)c2ccc(OCC(=O)O)c(Cl)c2Cl)=C2\C=C(c3ccccc3C)SS2)C(=O)c2ccc(OCC(=O)O)c(Cl)c2Cl)SS1	25	5	-4
CC(C#N)(CCc1ccccn1)CCc1ccccn1	9	3	-2
O=C(C(=Cc1ccc(F)cc1)c1ccccc1)c1ccc(O)cc1	8	6	-3
O=C(CNC(=O)c1cccs1)Nc1cccc(S(=O)(=O)N2CCOCC2)c1	24	2	0
C[C@@H]1ON(C)[C@H]2C[C@H]3c4cc(-c5cccc(F)c5)ccc4CCN3C(=O)[C@@H]12	-2	-2	2
CC(=O)Nc1cc2c3ccccc3ccc2c2ccccc12	-6	-1	-2
O=S(=O)(c1cccc2ccccc12)N1CCC2CC1c1cc(-c3ccc(F)cc3)ccc12 (configuration not stated)	2	1	-1
O=C(O)c1ccccc1C(=O)c1cccc2c(Br)cccc12	26	-4	-4
O=S1(=O)c2ccccc2OC(COCc2ccccc2)CN1Cc1ccccc1 (configuration not stated)	10	5	-8
O=CN(CCNc1ccccc1)c1ccccc1	-1	6	-3
N#Cc1ccc(NC2c3ccccc3CC2O)cc1 (configuration not stated)	7	8	0
O=C1Nc2ccc(C(=O)O)c(O)c2C1=O	13	-2	-5
CCN(c1ccccc1)S(=O)(=O)c1cc(C(=O)OCC(=O)c2c(N)n(C)c(=O)n(C)c2=O)ccc1C	1	1	-3

Later entries.
SMILES	CRFBP-R2 block	IDE act	GalR3 antag
CCC1(C2=CCCCC2)C(=O)NC(=S)N=C1N (configuration not stated)	4	-3	-5
COC(=O)[C@H](Cc1ccccc1)NS(=O)(=O)c1ccc(F)cc1Br	-7	6	-6
COC(=O)[C@@H](Cc1ccccc1)NS(=O)(=O)N[C@H](Cc1ccccc1)C(=O)OC	3	-1	-7
Nc1ccc2c(c1)C(=O)c1ccc(Br)cc1-2	4	5	-4
CC[C@H]1C=C[C@@H](C(C(=O)OC)C(=O)OC)CN1C(C)=O	2	-3	-2
Cc1ccc(C)c(N2CCN(C(=O)CCc3nc(-c4ccccc4C)no3)CC2)c1	-7	-1	-4
CC(C)(C)OC(=O)N1CCCC(C(=O)Nc2ccc(C(=O)NCCc3ccccc3)cc2)C1 (configuration not stated)	14	3	-4
Cc1cc(C(=O)OCC(=O)c2cccs2)ccc1[N+](=O)[O-]	-3	2	-4
Cc1ccc2ccccc2c1CSc1nc(N)nc2c1ncn2CC(C)C	-36	7	-8
CC(=O)c1cccc(OCC(=O)N(CCC2=CCCCC2)c2c(N)n(Cc3ccccc3)c(=O)[nH]c2=O)c1	-2	1	3
COc1ccc(O)c(C(=O)CC(=O)c2ccncc2)c1	-15	0	-5
COc1ccc2c(c1)CCC1C2CCC2(C)C(O)C(=O)CC12 (configuration not stated)	-13	4	-4
COC(=O)[C@H](C)N(Cc1ccc(Cl)c(Cl)c1)S(=O)(=O)CCN1CCCC1	-9	1	-4
CC1(C)CC(=O)C(c2ccccc2)(c2ccccc2)C(=O)C1	9	1	-6
CC(C)N(C(=O)[C@H]1C[C@H](CC(=O)NCCN2CCOCC2)C(=O)N2CCc3c([nH]c4cc(-c5ccco5)ccc34)[C@]12C)C(C)C	6	5	-7
CC(=O)Nc1c(Cl)c2c(c(Cl)c1Br)-c1ccc(Cl)cc1C2	-6	-1	-4
CCCCC(=O)OCC(=O)C1(O)Cc2c(O)c3c(c(O)c2C(OC2CC(NC(=O)C(F)(F)F)C(O)C(C)O2)C1)C(=O)c1c(OC)cccc1C3=O (configuration not stated)	-67	10	-1
CCOC(=O)C1OC2(CCCC2)OC1C(=O)OCC (configuration not stated)	13	0	-5
CC1(C)OC2CC3C4CC=C5CC(O)CCC5(C)C4CCC3(C)C2(C(=O)CO)O1 (configuration not stated)	13	2	-7
N/C(=N/O)c1nc(N2CCCC2)nc(N2CCCC2)n1	5	2	-2

Grouped by structure: the entries above containing a COOH group (four)
SMILES	CRFBP-R2 block	IDE act	GalR3 antag
O=C(O)c1ccc(-n2ncc3c2/C(=C\c2cccc([N+](=O)[O-])c2)CC3)cc1	38	0	-5
Cc1ccccc1C1=C/C(=C(\SS/C(C(=O)c2ccc(OCC(=O)O)c(Cl)c2Cl)=C2\C=C(c3ccccc3C)SS2)C(=O)c2ccc(OCC(=O)O)c(Cl)c2Cl)SS1	25	5	-4
O=C(O)c1ccccc1C(=O)c1cccc2c(Br)cccc12	26	-4	-4
O=C1Nc2ccc(C(=O)O)c(O)c2C1=O	13	-2	-5

Other entries follow:
SMILES	CRFBP-R2 block	IDE act	GalR3 antag
O=S1(=O)c2ccc(Br)cc2N2CC[C@H](C2)N1Cc1ccc(Cl)cc1	6	-3	-8
CC[C@]12c3[nH]c4cc(-c5ccco5)ccc4c3CCN1C(=O)[C@@H](CC(=O)NCc1ccco1)C[C@@H]2C(=O)N1CCN(C(=O)c2ccco2)CC1	-4	7	-5
O=C(CN1CCSC1=O)N1CCN(S(=O)(=O)c2ccc(F)cc2)CC1	-4	3	-1
O=C(C=Cc1ccccn1)c1ccccc1	21	1	-5
O=C1NC(=O)C(=Cc2ccccc2[N+](=O)[O-])S1	-2	0	-5
CN1OC[C@@H]2CN(Cc3cc(Cl)cc(Cl)c3)[C@H](c3cccc(-c4ccccc4)c3)C[C@@H]21	0	3	-6
CCC1([N+](=O)[O-])COC(C=Cc2ccccc2)OC1 (configuration not stated)	5	-2	-7
Cc1ccc(S(=O)(=O)Nc2ccc3cc([N+](=O)[O-])ccc3c2[N+](=O)[O-])cc1	81*	0	0
CC1(C)SC2C(C(=O)O)N=C(Cc3ccccc3)N2C1C(=O)O (configuration not stated)	-8	-3	-2
COC(=O)[C@@H](Cc1c[nH]c2ccccc12)NCc1ccc(B(O)O)cc1	0	-1	-3
O=C1C=CC(=Nc2ccc3c(c2)C(=O)c2ccccc2-3)O1	6	-10	-2
CCN(C(=O)c1ccc(S(=O)(=O)N2CCOCC2)cc1)C1CCS(=O)(=O)C1 (configuration not stated)	0	1	-1
O=C(Nc1nccs1)C1CC(=O)N(CCc2ccccc2)C1 (configuration not stated)	-3	5	-6
CC(=O)OCC(=O)C12OC(C)(C)OC1CC1C3CC=C4CC(O)CCC4(C)C3CCC12C (configuration not stated)	-3	-2	-1
COC(=O)[C@@H](NCc1ccc(OC)c(B(O)O)c1)C(C)C	-5	2	-4
CC(C)(C)OC(=O)N1O[C@H]2C[C@@H]1[C@@H]1[C@@H]2N=NN1C12CC3CC(CC(C3)C1)C2	-3	-7	-1
COc1ccc(-c2nc3c(C(=O)NCCN(C)C)cccc3c3ccccc23)cc1	4	3	-9
O=C(CC(=O)c1ccccc1)CC(O)(C=Cc1ccccc1)c1ccccc1 (configuration not stated)	-21	3	-6
CSCCC(NC(=O)c1cc(S(=O)(=O)N2CCOCC2)ccc1C)c1nc2ccccc2[nH]1 (configuration not stated)	-2	1	-5
O=C(COc1ccc(Cl)cc1)OCc1ccc(Cl)cc1	7	-5	-6

(more compounds)
SMILES	CRFBP-R2 block	IDE act	GalR3 antag
CCc1c(N)nc(N)nc1Nc1ccccc1Cl	-16	-2	-1
CN1CCN(c2ccc(S(=O)(=O)N3CCOCC3)cc2NC(=O)C2CCCCC2)CC1	7	2	0
C#CCN1C=CC(=O)[C@@H](OC(=O)NCCC)[C@H]1c1ccccc1Br	24	1	-2
CC1CN(C2CCCCC2)C(=O)NC1=O (configuration not stated)	-4	-2	-7
O=C(O)c1ccccc1NS(=O)(=O)c1cccc(N=Nc2c(O)[nH]c(=S)[nH]c2=O)c1	-4	3	-3
O=C(O)c1ccccc1C(=O)c1ccc(F)c(F)c1	5	4	17*
CCN1C[C@@H]2[C@@H]3C(=O)N(Cc4ccccc4)C(=O)[C@@H]3[C@](C)(C1=O)N2C(=O)c1ccc(C(C)(C)C)cc1	-4	-2	-5
Cc1ccc(S(=O)(=O)NCCC(=O)OC(C)C(=O)NC2CC2)cc1 (configuration not stated)	-3	-3	0
O=C(NNC(=O)c1ccc(Cl)cc1Cl)c1ccc2ccccc2c1	-10	0	-6
O=C(CN1CCN(CC(=O)Nc2ccccc2Cl)CC1)NCC1(N2CCOCC2)CCCCC1	-8	-2	-4
O=C1[C@@H](Oc2ccccc2)[C@@H](c2ccncc2)N1c1ccccc1	-7	1	-9
O=C(Nc1cccc(S(=O)(=O)N2CCOCC2)c1)c1cccc(S(=O)(=O)N2CCCC2)c1	-3	1	-1
COc1ccc(CCNC(=O)c2cc3c(=O)n4ccccc4nc3n(CC3CCCO3)c2=N)cc1 (configuration not stated)	3	-1	-1
COc1ccc(-c2coc3cc(OC(C)=O)ccc3c2=S)cc1	11	-6	-5
CC(=O)C1(C)C(=O)N(c2ccc(C)cc2)C(=O)N1c1ccc(C)cc1 (configuration not stated)	48	2	-2
COc1ccc(CC(=O)OCC(=O)Nc2ncc(Cl)c(C)c2Cl)cc1	10	2	-4
CCOC(=O)c1cc2c(c(CCO)n1)[C@@H](CCO)N(S(=O)(=O)C(C)(C)C)C2	-3	1	0
Brc1ccc(C2Nc3cccc4cccc(c34)N2)cc1	3	3	-4
Nc1ccc(-c2nnn(Cc3ccccc3)n2)cc1	8	-6	-8
CCN(C(=O)COC(=O)CCC1CCCC1)c1c(N)n(Cc2ccccc2)c(=O)[nH]c1=O	5	-1	-3

New compounds follow.
SMILES	CRFBP-R2 block	IDE act	GalR3 antag
O=C(c1ccc(-c2ccccc2Cl)o1)N1CCCCCCC1	-9	4	-5
CC(O)(Cc1cccnc1)c1cccs1 (configuration not stated)	10	2	-3
COc1cc(OCc2ccccc2)c2c(CCC(=O)O)cc(=O)oc2c1	13	2	-2
COc1ccc(CN(CCC(C)C)S(=O)(=O)c2ccccc2Br)cc1	4	4	-7
O=C(COc1ccc(Cl)cc1Br)N1CCN(c2ncccn2)CC1	-14	4	-2
C=CCn1c(SC)nccc1=O	16	6	-4
O=C(N/N=C/c1cc(Cl)cc([N+](=O)[O-])c1O)c1cccc(S(=O)(=O)N2CCOCC2)c1	0	1	1
O=S(=O)(NCCC1=CCCCC1)c1ccccc1Br	4	7	-3
CC1CCC(O)(C(C(=O)O)c2ccccc2)CC1 (configuration not stated)	-15	3	-1
CC(C)(C)OC(=O)N1CCC(C(=O)Nc2cccc(C(=O)N3CCCCC3)c2)CC1	7	0	-2
O=S1(=O)[C@H]2C[C@H](CO)O[C@@]2(CO)CN1Cc1ccc(-c2cccc(Cl)c2)cc1	1	1	-3
CCOC(=O)N1CCC(NC(=O)CCc2c(C)nc3c(c(C)nn3-c3ccccc3)c2C)CC1	21	8	1
COc1cc2c(cc1N)-c1ccc(N)cc1C2	10	-5	-5
CN(C(=O)CSc1nnc(-c2ccco2)n1C)C1CCCCC1	4	1	1
COc1ccc(-n2c(SCC(=O)Nc3nccs3)nnc2-c2ccc(Cl)cc2)cc1	7	-5	-7
COc1cc(OC)c2c(-c3cccc(-c4ccoc4)c3)cc(=O)oc2c1	-13	3	-7
NC(=S)NN=C1CCCCCCCCCC1	-14	4	-3
O=C(CCCl)N1c2ccccc2C=Cc2ccccc21	-3	5	-3
O=C(COc1ccccc1)NCC(=O)N1CCCC(C(F)(F)F)C1 (configuration not stated)	-4	0	-5
CC(C)n1ncc2c(C(=O)NCCc3ccc(S(N)(=O)=O)cc3)cc(C3CC3)nc21	0	3	-4
Cc1cc(O)ccc1NC(=O)Cc1cccc2ccccc12	-6	5	-8
O=C(O)c1cccc(-c2ccccc2)c1O	6	3	-5
O=C(Nc1cccc(C(=O)N2CCCC2)c1)C1CCCC1	2	0	-4

As a working copy, part of the list above:
SMILES	CRFBP-R2 block	IDE act	GalR3 antag
O=C(c1ccc(-c2ccccc2Cl)o1)N1CCCCCCC1	-9	4	-5
CC(O)(Cc1cccnc1)c1cccs1 (configuration not stated)	10	2	-3
COc1cc(OCc2ccccc2)c2c(CCC(=O)O)cc(=O)oc2c1	13	2	-2
COc1ccc(CN(CCC(C)C)S(=O)(=O)c2ccccc2Br)cc1	4	4	-7

Whole records as entered above. Order of screens: CRFBP-R2 block	IDE act	GalR3 antag
Results for COc1ccc(CN(CCC(C)C)S(=O)(=O)c2ccccc2Br)cc1 = 4	4	-7
Results for COc1cc(OC)c2c(-c3cccc(-c4ccoc4)c3)cc(=O)oc2c1 = -13	3	-7

Only part of the results is shown. The share of hits here may be higher or lower than overall.
